MT stabilizer = microtubule stabilizers in HeLa cells, primary screen, imaging, high-content imaging. 0.83% of 200,000 active. % tubulin-high responders, % at 10 µM. HeLa tubulin immunostaining HCS, 24 h; share of cells brighter than vehicle mean+2SD;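 active = plate Z-score above 3 for both tubulin-high and condensed-nucleus cell shares, with cell loss under 80%, at 10 µM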;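 note: anti alpha tubulin signal scored within the nucleus-defined area of each cell; some results filed as inactive read as strong as hits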
Ins promoter up = insulin promoter activators in MIN6 cells, imaging, high-content screening, mouse beta cells; MIN6 insulin promoter-GFP reporter; stronger effect = higher value; z-score at 5 µM; 0.3% of 190,000 active; AID 1625, 2009;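 active = z-score above 3 at 5 µM with at least 500 cells counted in the well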
Autophagy HCS = autophagy modulators in MEF cells, primary screen, imaging, high-content, MEF GFP-LC3 | MEF GFP-LC3 puncta imaging; test concentration mostly 10 µM | calls only at 10 µM (by protocol) | 0.98% of 190,000 active;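 active = percentage of spot-positive cells more than 3 SD above its plate mean, without a fluorescence outlier flag or 80% toxicity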;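 note: spot-positive cell cutoff set from DMSO-treated cells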
b-catenin transl = modulators of beta-catenin nuclear translocation, primary screen, imaging, HeLa cells, immunofluorescence, high-content; AID 1665, 2009; nuclear translocation activity, % at 5 µM; 0.3% of 190,000 active;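 active = nuclear translocation activity above 50% at 5 µM, with a well cell count of 50 or more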;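 note: per-cell ratio of nuclear to cytoplasmic median beta-catenin stain intensity; plate controls were DMSO negative control for no effect and GSK-3 inhibitor IX positive control for full effect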
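Read-out: Nuclear/cytoplasmic beta-catenin signal ratio, % activation | Assay system: Human HeLa cell line | Times: 24 h compound exposure at 37°C, 5% CO2 | Signal: Fluorescence imaging of beta-catenin antibody stain plus DAPI | Dosing: 5 µM primary, 0.02–20 µM confirmation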
West Nile antiviral = West Nile virus antiviral activity, cell-based, CPE readout (AID 1621) | West Nile virus-infected cells, CPE inhibition; higher % means a stronger effect | CPE inhibition, % at 10 µM, or IC50 in µM where a hit was titrated | 0.02% of 290,000 active; in the data active = a potency from the dose series; note: strong numbers were not always called active
Myeloid diff 2 = induction of myeloid progenitor differentiation, primary screen, cell-based, flow cytometry, MLPCN library | calls only at 10 µM | 1% of 360,000 active | ER-HoxA9 myeloid progenitors, lysozyme-GFP differentiation;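 active = normalized GFP-positive differentiation at or above the plate's own cutoff, the solvent-only control mean plus 3 SD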;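 note: cells exposed to compound for four days before flow analysis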
T cell modulator = modulators of CD8 T cell-vesicle binding, primary screen, mouse 2C CD8+ T cells, flow cytometry. 2C CD8+ T cell-vesicle binding; stronger effect = lower value. calls only at 7 µM. 0.068% of 330,000 active. AID 2052, 2009;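 active = response, share of CD8 T cells binding vesicles, and their 90th percentile fluorescence all below set limits, cut at about 80% in these data, passing the limit was not always enough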
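Read-out – percent CD8+ FL2 mean versus row control · System – murine 2C transgenic CD8+ T lymphocytes · Times – 1.5 h cell–vesicle binding at 37 °C, then 20 min icy labelling · Control set – naked vesicles low, QL9 vesicles with vehicle high · Detection – cytometric PE anti-B7-1 and Alexa647 anti-CD8 signals after 1% paraformaldehyde fixation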
Lipid droplet = inhibitors of hepatocyte lipid droplet formation, primary screen, imaging, high-throughput imaging, BODIPY stain; 0.4% of 240,000 active; inhibition, % at 6.5 µM; AML12 mouse hepatocytes, oleate lipid droplets;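 active = lipid droplet intensity inhibited by at least 50%, with more than 500 cells counted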
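Assay system: AML12 hepatocytes (mouse); Probe or stimulus: oleic acid at 100 µM to induce lipid droplet formation; Dosing: compound at 6.5 µM only; Schedule: compound with oleate, overnight; Detection: fluorescence imaging, 20x objective, two fields per well; Measure: % inhibition of lipid droplet signal.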
WT yeast gro inh = growth inhibition of WT strain, primary screen, mitochondrial fusion inhibitor project, WT and mutant strains, chemical genetic. 2.1% of 190,000 active. mitochondrial fusion phenotypic screen. inhibition, % at 10 µM. AID 1362, 2008; in the data active = inhibition above about 58%; tested in S. cerevisiae
WT yeast gro inh mutant strain = recorded beside WT yeast gro inh, whose call it bears; inhibition, %; mitochondrial fusion phenotypic screen, mutant strain inhibition
Ins promoter up cell count = recorded beside Ins promoter up, whose call it bears; cell count; measured here: cytotoxicity, nuclei count;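 total cells summed across four imaged fields per well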
Lipid droplet cells 6.5 µM = further read-out of Lipid droplet, marked with its call; cell count; measured here: cell count, cytotoxicity flag;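 cells counted across two imaged fields per well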
b-catenin transl cell count 5 µM = recorded beside b-catenin transl, whose call it bears; cell count; measured here: cell count, cytotoxicity flag
T cell modulator vesicle-bound % = second read-out of T cell modulator, no call of its own (marks repeat the call); double positive events, %; measured here: CD8+ vesicle-bound cell fraction;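 binding gate set so that unloaded-vesicle control wells show 10% double positive cells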
MT stabilizer Hoechst-high % = second read-out of MT stabilizer, no call of its own (marks repeat the call); % Hoechst-high responders; measured here: nuclear condensation Hoechst responders;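 share of cells brighter than vehicle mean plus two SD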
MT stabilizer cytotoxicity % = recorded beside MT stabilizer, whose call it bears; toxicity, %; measured here: cytotoxicity by cell density;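 0% = mean cell density of plate MIN control wells and 100% = no cells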
Autophagy HCS cell loss 18 h = further read-out of Autophagy HCS, marked with its call; toxicity, %; measured here: cell loss, nuclei count;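 cell loss after 18 h compound exposure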
Myeloid diff 2 GFP+ MAC1+ % = further read-out of Myeloid diff 2, marked with its call; GFP+ MAC1+ double positive, %; measured here: differentiation confirmed by MAC1 staining
An asterisk follows results filed as active; i = inactive; nt = not tested or not shown; + = active, no number. Outcome played no part in choosing rows. Share with any hit: about 3.9%.

SMILES	MT stabilizer	MT stabilizer Hoechst-high %	MT stabilizer cytotoxicity %	Ins promoter up	Ins promoter up cell count	Autophagy HCS	Autophagy HCS cell loss 18 h	b-catenin transl	b-catenin transl cell count 5 µM	West Nile antiviral	Myeloid diff 2	Myeloid diff 2 GFP+ MAC1+ %	T cell modulator	T cell modulator vesicle-bound %	Lipid droplet	Lipid droplet cells 6.5 µM	WT yeast gro inh	WT yeast gro inh mutant strain
CC(C)(C)NC(=O)c1cc(C(C)(C)C)c(O)c(C(C)(C)C)c1	2.2	1.3	6.2	-0.11	1413	i	2	-1.1	993	-0.2%	i	0.2	i	24	5	621	-1	-7
CCn1c(C)c(C)c2cc(C(=O)N3CCN(c4cccc(C)c4C)CC3)ccc21	nt	nt	nt	nt	nt	nt	nt	nt	nt	-0.8%	i	4.2	i	60	-4	762	nt	nt
CC(C)c1cc(=O)n2c(nc3ccccc32)[nH]1	nt	nt	nt	nt	nt	nt	nt	nt	nt	-1.1%	i	0.2	i	31	6	813	nt	nt
CCCCC(c1nnnn1CCOC)N1CCN(C(=O)c2ccco2)CC1 (stereo not drawn)	1.8	3.1	1.2	0.18	1237	i	7	-3.9	1195	0.8%	i	0.2	nt	nt	1	693	10	11
CN(Cc1nc(CC2CC2)no1)CC12CC3CC(CC(C3)C1)C2	1.9	2.4	5.7	0.53	1342	i	7	-0.4	1035	-1.0%	i	0.3	i	48	-6	639	56	2
CCOC(=O)c1[nH]c(C)c(C(=O)OCC(=O)N(C)C2CCS(=O)(=O)C2)c1C (stereo not drawn)	1.1	1.7	5.8	-0.5	1371	i	-3	-1.4	1123	0.0%	i	0.7	i	57	-5	715	-7	-3
COC(=O)Cc1[nH]nc2c1C(C1C=CCCC1)C(C#N)=C(N)O2 (stereo not drawn)	5.5	3.0	14	0.16	1250	i	-7	-1.0	1078	-0.2%	i	1.2	i	45	-24	615	14	18
CCCC(C(=O)NC1CCCC1)N(C(=O)Cn1nnc(-c2ccc(C)o2)n1)C1CCCC1 (stereo not drawn)	2.2	1.9	9.0	0.08	1037	i	1	-1.0	1192	-0.8%	i	1.1	i	33	nt	nt	21	3
O=C(Nc1nnc(SCc2ccc(F)cc2)s1)c1cnccn1	4.8	0.7	23	-0.02	1580	i	4	0.1	1007	-0.2%	i	0.3	i	32	-2	594	36	47
Cc1ccc(C)c(OCC(=O)NNC(=O)C2CC2)c1	nt	nt	nt	nt	nt	nt	nt	nt	nt	0.1%	i	2.0	i	10	8	697	nt	nt
COC(=O)Cc1c(C)nc2nc(-c3ccc(C)cc3)[nH]n2c1=O	2.1	1.2	5.5	-0.31	948	i	1	nt	nt	0.3%	i	0.7	i	49	28	795	2	15
Cc1onc(-c2ccccc2)c1C(=O)Nc1nc(-c2ccccc2)cs1	1.6	1.0	5.4	-0.07	889	i	-6	-0.6	1146	-0.1%	i	0.0	i	9	5	780	16	32
c1ccc(CNc2ncnc3sccc23)cc1	nt	nt	nt	nt	nt	nt	nt	nt	nt	-0.5%	i	5.7	i	38	-16	716	nt	nt
COc1nc(NCc2ccc(Cl)cc2)nc(OC)n1	1.4	2.2	13	0.88	1213	i	26	-3.1	876	-0.3%	nt	nt	i	52	nt	nt	11	15
CCn1c2ccccc2c2cc(CN3CCN(Cc4cc(OC)ccc4O)CC3)ccc21	1.6	1.0	13	0.41	1543	+	2.5*	-2.3	1059	-1.5%	i	1.4	i	64	-14	596	60*	41*
COc1cccc(/C=N/n2c(C)nc3ccccc32)c1OC	2.6	3.6	14	0.9	1072	i	3	0.1	925	1.4%	i	0.3	i	45	26	755	62*	48*
CCOC(=O)Cc1csc(NC(=S)NC(=O)c2cc(OC)cc(OC)c2)n1	2.1	2.9	5.6	-0.1	1616	i	6	-2.3	1105	-0.1%	i	0.5	i	31	1	627	-4	12
CCC(C)(C(=O)NC1CCCC1)N(C(=O)CNC(=O)c1ccccc1)c1c(C)n(C)n(-c2ccccc2)c1=O (stereo not drawn)	2.2	1.6	3.2	0.71	1152	i	5	nt	nt	0.3%	i	0.7	i	44	-2	771	8	-10
COc1cc(C2C3=C(CCCC3=O)OC3=C2C(=O)CCC3)ccc1OCC(=O)Nc1ccccc1	nt	nt	nt	nt	nt	nt	nt	nt	nt	0.7%	i	0.4	i	13	-24	785	nt	nt
CCOC(=O)Cn1c(=O)oc2cc(S(=O)(=O)NCCCc3ccccc3)ccc21	2.3	3.0	6.8	nt	nt	nt	nt	-2.9	1135	0.2%	i	1.5	i	51	-5	654	4	9
COc1ccc(O)c(/C=C(\C#N)C(=O)Nc2cccnc2)c1	2.7	2.0	2.5	0.08	1374	i	23	-0.1	939	nt	i	0.1	i	31	9	550	0	4
COc1ccc(CSc2nncn2C)cc1[N+](=O)[O-]	4.4	2.1	10	-0.03	1254	i	-6	1.8	966	-0.1%	i	0.3	i	25	0	602	12	15
COC(=O)/C(=C1/Oc2cc(C)oc(=O)c2S1)C(F)(F)F	4.3	1.6	8.6	0.37	1190	+	6.4*	-0.3	1165	0.1%	nt	nt	i	55	-33	645	27	46
CC(=O)N/N=C(\C)CC(=O)Nc1ccc2c(c1)OCCO2	2.3	0.9	0.4	-0.04	1472	i	-15	-0.1	1551	-0.6%	i	0.6	i	57	1	679	11	7
O=C(Nc1cccc(OC(=O)c2cccnc2)c1)c1cccnc1	5.6	1.4	5.8	-0.59	1600	i	2	-3.1	1364	0.3%	i	5.0	i	46	nt	nt	-8	1
Cc1[nH]n(-c2ccccc2)c(=O)c1N=Nc1cccc(Cl)c1	nt	nt	nt	nt	nt	nt	nt	nt	nt	-0.2%	i	0.4	i	44	64*	837*	nt	nt
CCOC(=O)CC(NC(=O)c1ccccc1F)c1ccc(C)cc1 (stereo not drawn)	2.0	1.8	2.6	-0.09	1174	i	-10	-1.0	977	-0.8%	i	1.3	i	32	1	719	3	-9
COc1cccc(CSc2nnc(CSc3nc4nc(C)cc(C)n4n3)s2)c1	1.9	0.8	5.0	nt	nt	i	1	nt	nt	-0.8%	i	0.5	i	58	5	753	2	-25
O=S(=O)(c1cccs1)N1CCN(c2cccc(Cl)c2)CC1	nt	nt	nt	nt	nt	nt	nt	nt	nt	-0.8%	i	1.5	i	26	-4	825	nt	nt
O=C(Oc1cccc(NC(=O)c2ccco2)c1)c1cccc(S(=O)(=O)N2CCCC2)c1	8.2	3.3	5.0	0.23	1245	i	5	1.1	1010	-0.3%	i	1.4	i	50	-10	795	-24	-12
COc1cc(C(C(=O)NC2CCCC2)N(Cc2ccccc2)C(=O)c2snc(C(N)=O)c2N)ccc1O (stereo not drawn)	nt	nt	nt	nt	nt	nt	nt	nt	nt	-1.1%	i	0.4	i	31	1	784	nt	nt
COC(=O)Nc1ccc(S(=O)(=O)NNC(=O)c2c(O)c3ccccc3n(C)c2=O)cc1	nt	nt	nt	nt	nt	nt	nt	nt	nt	0.5%	i	5.5	i	10	12	751	nt	nt
CCOc1ccc(OCC(=O)Nc2ccc(S(=O)(=O)Nc3cc(C)nc(C)n3)cc2)cc1	4.7	3.0	5.7	-0.17	1342	i	-7	nt	nt	-0.1%	i	1.1	i	24	1	700	10	-52
COc1ccc(/C=C2\CCC(C3CCCC3)C2=O)cc1Cn1cccn1 (stereo not drawn)	2.2	2.6	7.2	-0.25	1330	i	38	0.8	1074	-1.1%	i	1.3	i	48	7	686	12	12
Cc1cccc(OCCC(=O)Nc2ccc(C)c(S(=O)(=O)N3CCCCC3)c2)c1	2.4	2.1	6.5	-0.42	1410	i	4	3.7	1048	2.1%	i	0.4	i	40	1	694	36	3
COc1ccc(OC)c(NC(=O)c2cccnc2Sc2cc(C)ccc2C)c1	4.8	2.1	6.7	0.07	1472	i	4	-0.1	1150	-1.1%	i	0.7	i	12	-36	643	-4	-10
Cc1ccc(C)c2nc3sc(C(=O)N4CCOCC4)c(N)c3cc12	28*	46*	55*	1.4	1219	i	25	43	853	-0.1%	i	0.2	i	46	-6	609	19	5
CC(C)Cn1c2c(c(=O)[nH]c1=O)C(C(F)(F)F)(C(F)(F)F)N=C(CCC1CCCCC1)N2	3.6	1.5	5.2	-0.65	1274	i	1	-1.4	989	-0.5%	i	0.4	i	10	38	626	-1	-13
CCCN1C(=O)NC2(O)C(=O)c3ccccc3C12O (stereo not drawn)	1.7	2.0	10	1.1	1282	i	-1	2.0	1161	0.1%	i	1.8	i	34	nt	nt	18	24

Compound activity deposited in PubChem by several laboratories.
